IL-2 act – qHTS of IL-2 Activators. IL-2 activation reporter assay, cell-based qHTS; stimulated with anti-CD3/CD4/CD28 beads; in transgenic mouse T cells. activation, % (series mostly up to about 46 µM). 0.065% of 360,000 active; in the data active = activation above about 50%; inconclusive = mostly about 30% to 49%; also: 0% is about no effect
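Screening format: compound pinned onto unstimulated transgenic mouse T cells, 60 min incubation, then anti-CD3/anti-CD4/anti-CD28 bead stimulation for 18 hours at 37 degrees C, followed by EGFP and DsRed detection.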
EPAC1 agonist – qHTS for Agonist of cAMP-regulated guanine nucleotide exchange factor 3 (EPAC1): primary screen | Rap guanine nucleotide exchange factor 3 (Homo sapiens), O95398 | EPAC1 agonist qHTS, biochemical assay; response scale: 100% = response to 6.5 mM cAMP | Potency, µM (series often up to 154 µM), for the others: at the highest dose activation, hits mostly activators | 0.073% of 360,000 active; also: potency is read from the fitted curve at half-maximal effect; nearly all actives have a fitted effect of over 60% in size
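Read-out is the fluorescence drop as BODIPY-GDP leaves Rap1B (480 nm excitation, 540 nm emission), recorded every 5 minutes over 30 minutes. Reactions held 100 nM EPAC1, 250 nM Rap1B–BODIPY-GDP and 50 uM GDP, with 6.5 mM cAMP setting full activation.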
FUS yeast rescue – qHTS for Suppressors of FUS Proteinopathy: Primary screen using FUS-linked yeast assay; S. cerevisiae FUS-expressing, growth rescue, OD600, 24 h; Potency, µM (doses to about 76.6 µM), without a hit: top-dose growth rescue (activation), hits mostly activators; 0.24% of 390,000 active; AID 1347120, 2019;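 also: potency is read from the fitted curve at half-maximal effect; plate controls were DMSO vehicle for no effect and reference control for full effect; nearly all actives have a fitted effect of over 55% in size; some results filed as inactive show a strong effect at the top dose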
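Compound concentration series was pinned onto galactose-induced FUS-expressing yeast seeded at OD 0.005. Plates sat 24hr at 30C; absorbance at 600 nm gave growth. DMSO served as background control.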
EPAC1 antagonist – qHTS for Antagonist of cAMP-regulated guanine nucleotide exchange factor 3 (EPAC1): primary screen | Potency, µM (doses to about 115 µM), without a hit: top-dose activity change, negative = inhibition, hits mostly inhibitors | EPAC1 GEF assay, Rap1b-BODIPY-GDP exchange fluorescence | 0.14% of 360,000 active | Rap guanine nucleotide exchange factor 3 (Homo sapiens), O95398;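 also: potency is read from the fitted curve at half-maximal effect; plate controls were vehicle for no effect and positive control for full effect; nearly all actives have a fitted effect of over 50% in size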
PI5P4K alpha inh – qHTS for Inhibitors of phosphatidylinositol 5-phosphate 4-kinase (PI5P4K) | Phosphatidylinositol 5-phosphate 4-kinase type-2 alpha (Homo sapiens), P48426 | PI5P4Kalpha enzyme, ADP-Glo luminescence, 60 min; active compounds read low | max response, % | 1.2% of 330,000 active; active = max response of -50% or lower; inconclusive = between -30% and -50%; inactive = -30% or higher; also: value at the top dose of about 77 µM; % is scaled to controls: 0 for no effect and ±100 for the full control effect
Target sequence (P48426 whole entry, looked up): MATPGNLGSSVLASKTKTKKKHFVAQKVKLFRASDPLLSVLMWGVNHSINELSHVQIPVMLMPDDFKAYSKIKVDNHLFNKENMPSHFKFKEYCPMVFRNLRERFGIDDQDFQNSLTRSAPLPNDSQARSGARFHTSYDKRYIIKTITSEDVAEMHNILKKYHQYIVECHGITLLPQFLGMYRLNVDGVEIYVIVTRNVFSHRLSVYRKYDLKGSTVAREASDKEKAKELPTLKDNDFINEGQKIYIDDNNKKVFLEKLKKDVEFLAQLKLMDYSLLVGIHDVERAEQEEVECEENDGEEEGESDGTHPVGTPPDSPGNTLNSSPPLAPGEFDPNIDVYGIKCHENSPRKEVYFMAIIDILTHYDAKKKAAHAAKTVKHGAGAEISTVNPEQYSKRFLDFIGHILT
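ADP-Glo luminescence end-point read after a 60 min room-temperature kinase reaction of PI5P4Kalpha plus substrate, initiated with ATP at 5 microM final. Buffer: 0.038 M HEPES pH 7.4, EGTA, 0.1% CHAPS, 5% DMSO.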
Abeta yeast res – qHTS for compounds that reverse cellular toxicity of Amyloid beta (A-beta) peptide in yeast: Primary Screen; 0.063% of 410,000 active; yeast expressing A-beta42, growth rescue, OD600, 48 h; response scale: 0% DMSO, 100% iron-clioquinol control; AID 1347071, 2019; Potency, µM (doses to about 46.1 µM), for the others: at the top dose growth rescue, most hits filed as activators; also: potency is read from the fitted curve at half-maximal effect; nearly all actives have a fitted effect of over 55% in size
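Growth rescue measured by 600 nm absorbance after 48 h yeast culture at 30 C with compound. Values normalized between DMSO and an equimolar ferric chloride plus clioquinol control.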
PLK1 PBD block – qHTS for Inhibitors of PLK1-PDB (polo-like kinase 1 - polo-box domain): Primary Screen; Serine/threonine-protein kinase PLK1 (Homo sapiens), P53350; Plk1 PBD binding of FITC phosphopeptide, fluorescence polarization; Potency, µM, inactives show max response, negative = inhibition, usual class: inhibitors; 2.8% of 360,000 active; AID 720504, 2013; also: potency is read from the fitted curve at half-maximal effect; series mostly up to about 57 µM; % is scaled to controls: 0 for no effect and ±100 for the full control effect; nearly all actives have a fitted effect of over 65% in size
Target sequence (P53350 whole entry, looked up, the tested form may be a part): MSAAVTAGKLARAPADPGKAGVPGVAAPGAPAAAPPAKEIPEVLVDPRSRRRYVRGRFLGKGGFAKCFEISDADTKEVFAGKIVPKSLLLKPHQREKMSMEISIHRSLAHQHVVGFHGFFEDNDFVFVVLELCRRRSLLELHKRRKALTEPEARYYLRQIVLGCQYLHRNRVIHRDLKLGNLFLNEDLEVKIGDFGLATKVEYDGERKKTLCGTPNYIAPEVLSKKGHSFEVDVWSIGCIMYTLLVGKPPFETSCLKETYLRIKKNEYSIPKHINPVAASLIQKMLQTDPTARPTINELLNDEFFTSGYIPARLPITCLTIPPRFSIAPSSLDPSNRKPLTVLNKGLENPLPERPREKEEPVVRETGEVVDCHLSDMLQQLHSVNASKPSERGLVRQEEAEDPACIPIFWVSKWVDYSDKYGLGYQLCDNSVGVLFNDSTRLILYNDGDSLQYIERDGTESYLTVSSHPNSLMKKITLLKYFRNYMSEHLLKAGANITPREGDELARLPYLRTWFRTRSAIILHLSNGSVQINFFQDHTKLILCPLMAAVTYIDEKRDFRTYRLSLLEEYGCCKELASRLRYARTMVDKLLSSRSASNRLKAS
WRN helicase inh – qHTS for Inhibitors of WRN Helicase; Bifunctional 3'-5' exonuclease/ATP-dependent helicase WRN (Homo sapiens), Q14191; WRN helicase unwinding, fluorescent forked duplex, kinetic; Potency, µM (doses to about 114 µM), for inactives: at the top dose activity change, negative = inhibition, usual class: inhibitors; 0.46% of 360,000 active; AID 651768, 2012; also: potency is read from the fitted curve at half-maximal effect; % is scaled to controls: 0 for no effect and ±100 for the full control effect; nearly all actives have a fitted effect of over 55% in size
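Enzyme (20 nM final) and test compound sit together 15 min at room temperature before substrate addition. Substrate is a single-forked duplex oligonucleotide (100 nM) labelled with fluorophore and quencher, with 2 mM ATP; helicase unwinding raises red fluorescence, read kinetically.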
Starred values were filed as active, the others as inactive; u = inconclusive; x = no result given; [ ] = dose if it differs, or a comment. Unless noted, calls follow the shape of the dose curve; as a rule, active = well fitted curve in the direction sought with a large enough effect; inconclusive = small, poorly fitted or top-dose-only effect, or another doubt; inactive = no such curve, though single readings can be large; an effect the other way counts as inactive or inconclusive.

SMILES | IL-2 act | EPAC1 agonist | FUS yeast rescue | EPAC1 antagonist | PI5P4K alpha inh | Abeta yeast res | PLK1 PBD block | WRN helicase inh
Cc1ccc(-c2nc(-c3ccccc3)no2)cc1 | -3.3 | -3.2% | x | 5.5% | 8.5 | 2.1% | 1.6% | -0.8%
COc1ccc(S(=O)(=O)N2CCOCC2)cc1NC(=O)CN(C)Cc1c(F)cccc1Cl | -5.6 | -0.6% | 12.2% | -11.9% | 1.1 | -24.7% | -1.7% | -3.4%
CC12CN3CC(C)(CN(C1)C3c1ccc([N+](=O)[O-])o1)C2 (centres undefined) | 1.2 | 2.7% | -17.2% | 13.4% | -3.4 | -54.0%[inhibitor] | 1.8% | -24.8%
Cn1nc(CSc2ccccc2)c(C=O)c1Cl | 0.1 | 6.5% | 0.0% | -27.7% | 2.0 | 2.2% | -5.2% | -23.1%
O=C(CC12CC3CC(CC(C3)C1)C2)NCC(c1ccc(F)cc1)N1CCOCC1 (centres undefined) | 1.1 | 4.0% | 4.0% | -6.6% | -0.1 | 9.3% | 2.7% | -2.5%
CN1CCN(CC(=O)Nc2cccc([N+](=O)[O-])c2)CC1 | -1.1 | 6.7% | -45.3% | 1.1% | -1.2 | -0.3% | 0.9% | 3.9%
O=C(NCCc1c[nH]c2ccccc12)c1cc2sccc2n1Cc1ccccc1 | -1.7 | 23.7% | 54.2% | -6.6% | x | 6.1% | -6.1% | -6.8%
Cc1cccc(C(=O)NCc2nnc(SCC(=O)NC(C)c3ccccc3)n2C)c1 (centres undefined) | 1.0 | 8.2% | 1.2% | 18.2% | -2.7 | 5.6% | 6.7% | -11.8%[57.1 µM]
Cc1cc(C)nc(NC(=O)c2ccc(Cl)cc2[N+](=O)[O-])c1 | 0.4 | -4.3% | x | 4.5% | -3.6 | 39.2% | -4.1% | -12.1%
O=c1[nH]c(=O)n(-c2ccccc2)c2c1C(C(F)(F)F)(C(F)(F)F)N=C(C1CCCCC1)N2 | 10.4 | -3.3% | 11.5% | 3.6% | -4.6 | -0.8% | u | 4.6%
CCN(CC(=O)NCc1cccs1)C(=O)c1cccc(S(=O)(=O)NC)c1 | -0.1 | -3.3% | x | 1.2% | -2.7 | -0.3% | -0.4% | 12.1%
CC(=O)c1c(C)[nH]c(C(=O)Nc2cccc(C)n2)c1C | -5.0 | 16.8% | 1.3% | 8.8% | -1.1 | -4.5% | -3.9% | -1.5%
CC(C)(C)NC(=O)c1nc2nc(-c3ccccc3)cc(C(F)(F)F)n2n1 | -0.1 | -0.1% | x | 3.3% | 1.3 | -11.1% | -3.3% | -8.0%
O=C(CNc1ccc2ccccc2c1)NNC1=NCCC1 | -1.9 | 2.1% | -20.5% | 0.5% | -1.6 | -3.5% | -14.3% | 1.1%
O=C(O)CCCCCNCc1ccncc1 | 0.1 | 2.3% | -5.2% | 0.2% | x | -4.6% | -3.6% | 4.2%
CN1CCCN(S(=O)(=O)c2cccc(Cl)c2Cl)CC1 | -2.2 | -2.5% | 0.6% | 0.6% | 2.7 | 9.0% | -10.7% | -4.2%
Cc1cnc(C)c(N(C)NC(=S)Nc2ccccc2)n1 | 0.3 | -4.9% | 19.0% | -26.8% | 9.3 | 11.4% | -15.7% | 3.1%
C=CCn1c(CSc2nc3ccccc3s2)n[nH]c1=S | 0.0 | -0.4% | -31.4% | -0.9% | 3.8 | u | -17.8% | -10.1%
COc1ccc(-c2nc(CS(=O)(=O)CC(=O)NCc3cccc(Br)c3)c(C)o2)cc1 | 0.5 | -6.1% | -15.7% | -19.3% | 4.6 | -2.0% | u | -13.6%
COc1ccc(-c2ccc(CN3C(C(C)C)C(=O)N(Cc4cn(CC5CCCCC5)nn4)CCS3(=O)=O)cc2)cc1OC (centres undefined) | -3.1 | -2.6% | 25.1µM* | -21.6% | -0.3 | -9.5% | -22.9% | -7.3%
CC12CC3CC(C)(C1)CC(C(=O)NC(=S)N1CCCCC1)(C3)C2 | -0.6 | 4.0% | 19.4% | -2.4% | x | -66.3%[inhibitor] | -6.5% | 0.1%[57.1 µM]
Fc1ccccc1N1CCN(Cc2nc(-c3ccc(Cl)cc3Cl)no2)CC1 | -0.4 | 0.1% | 33.5% | 8.8% | 2.9 | 11.2% | 0.3% | -0.6%
COc1ccccc1CNC(=O)Cc1c[nH]c2ccccc12 | -2.5 | 5.3% | 20.7% | -11.5% | 7.8 | -12.6% | -3.1% | -15.3%
Cn1ncc2c(NNC(=O)C3CCCCC3)ncnc21 | 3.9 | 4.4% | -2.3% | -2.9% | -1.6 | -2.3% | -9.2% | 2.3%
CC1(c2ccc([N+](=O)[O-])cc2)NC(=O)N(CC(=O)c2ccc3c(c2)OCO3)C1=O (centres undefined) | -0.2 | 24.2% | -3.5% | -3.1% | -1.4 | 3.5% | -1.4% | 0.8%
CCCC(NCC(=O)Nc1ccccc1C(=O)NC1CC1)c1ccccc1 (centres undefined) | 0.4 | 5.1% | 11.6% | 7.1% | 3.6 | -5.1% | -5.6% | 0.3%
O=C(/C=C/c1ccco1)NC(=S)Nc1ccccc1 | -1.3 | 6.8% | -6.0% | -16.5% | -26.8 | 6.1% | -26.1% | -9.2%[11.6 µM]
O=C(Nc1ccn(C2CCC(CO)O2)c(=O)n1)c1ccccc1 (centres undefined) | 1.2 | -1.2% | -14.8% | -5.1% | -0.2 | -0.1% | -4.8% | 3.4%[57.1 µM]
Brc1cc2c(cc1C1Nc3ccccc3C3C=CCC31)OCO2 (centres undefined) | 0.5 | 11.7% | x | -8.0% | 18.5 | -6.0% | -5.0% | -8.5%
C=C1CC2C(=O)N(Cc3cc(OC)ccc3OC)C(C(=O)OCC)(C(=O)OCC)C1N2C(=O)OC(C)(C)C (centres undefined) | -0.6 | -3.3% | 29.9% | -7.2% | -2.8 | 15.0% | -11.3% | 9.8%
CCN(CC)CCCNC(=O)CSc1nc(C)cc(C)n1 | 0.0 | -3.7% | 25.2% | 30.4%[activator] | 13.3 | -12.1% | -11.7% | 4.9%[57.1 µM]
O=C(NNC(=O)C12CC3CC(CC(O)(C3)C1)C2)c1csc(N2CCOCC2)n1 | -2.0 | 0.6% | x | 3.0% | 0.9 | -10.8% | -4.0% | u
COC(=O)c1c(NC(=O)COC(=O)Cn2cnc3ccccc32)sc2c1CCCC2 | 0.7 | 1.7% | 16.7% | 5.7% | 2.6 | 5.1% | 5.2% | -34.0%[57.1 µM]
COc1ccc(NS(=O)(=O)c2ccc(C)c(NC(=O)CNC(=O)c3ccco3)c2)cc1 | -6.3 | 1.9% | -8.0% | 7.0% | -1.6 | 9.5% | 2.9% | 2.1%
O=C(Nc1ccc(NC(=O)C2CCCCC2)nc1)c1cccs1 | 8.9 | -8.2% | -0.3% | -21.5% | -7.6 | -11.3% | -11.4% | -1.8%
COc1cc(Cl)c(C)cc1NC(=O)CN1CCN(C(=O)C2CC2)CC1 | 0.1 | -3.0% | 10.5% | 15.8% | 3.1 | 2.6% | -2.0% | 6.9%
COc1ccccc1-c1cn(-c2ccccc2)c(=S)[nH]1 | -1.4 | -13.8% | 18.7% | 7.4% | -6.8 | 8.3% | -27.3% | -12.1%[57.1 µM]
Cc1cc(SCC(=O)NC(=O)NCc2ccco2)nc2ccccc12 | 1.2 | 13.7% | u | 12.2% | x | -15.2% | u | -6.7%
CC(C)(C)c1ccc(C2C(C#N)=C(N)Oc3n[nH]c(-c4cccnc4)c32)cc1 (centres undefined) | 1.0 | 2.6% | 17.8% | u | -11.0 | -6.6% | -13.3% | 2.9%
Cc1ccc2[nH]cc(CCNC(=O)c3cccs3)c2c1 | -4.9 | -3.2% | 31.9% | 2.3% | 3.9 | -6.1% | 0.5% | -8.2%
CC1(C)CSC(=NCCc2ccccc2)N1C(=O)c1ccc(C#N)cc1 | 3.9 | 3.9% | 23.3% | 23.5% | -2.5 | 6.2% | 4.4% | -33.1%[57.1 µM]
Cc1ccc(C)c(OCc2cc(C(=O)NC3CCN(Cc4ccccc4)CC3)no2)c1 | -5.5 | -2.6% | 7.8% | 6.5% | 15.3 | 4.7% | -0.6% | 1.1%
O=C1NC(Cc2ccc(O)cc2)c2nc3ccccc3c(=O)n2-c2ncccc21 (centres undefined) | 1.7 | 12.8% | -15.2% | -18.1% | -2.5 | 4.5% | -7.3% | -6.8%
CCc1ccc(NC(=O)CSc2nnc(CNC(=O)c3c(F)cccc3Cl)o2)cc1 | 0.8 | -2.7% | 25.5% | 4.4% | 6.6 | 5.1% | -7.2% | -1.4%
CCc1nnc(NC(=O)C2CCN(c3cnccn3)CC2)s1 | -1.9 | -1.0% | 3.5% | -6.6% | x | 8.3% | 2.1% | 3.0%
COC(=O)c1c(-c2cccs2)csc1NC(=O)CSc1ncnc2sc(C)c(C)c12 | -0.3 | 0.0% | 30.2% | 0.0% | x | 12.0% | -3.1% | -1.2%
Cc1ccc(/C=N/NC(=O)CC(=O)NCc2cccnc2)cc1 | -2.2 | 10.3% | x | -8.8% | -1.6 | -14.6% | -5.8% | -20.3%
COCCn1c(SCC(=O)c2ccccc2)nc2c(c1=O)SCC2 | -6.1 | -0.8% | -10.9% | 6.2% | 4.8 | -21.2% | -10.6% | -7.2%
CC(C)C1Nc2ccc(C(=O)NC3CCCCC3)cc2NC1=O (centres undefined) | 3.4 | 4.0% | -3.2% | 7.1% | 0.7 | -2.3% | -5.2% | -3.8%

Limited to IL-2 act and EPAC1 agonist (2 entries from above):
mol,IL-2 act,EPAC1 agonist
Cc1ccc(/C=N/NC(=O)CC(=O)NCc2cccnc2)cc1,-2.2,10.3%
COCCn1c(SCC(=O)c2ccccc2)nc2c(c1=O)SCC2,-6.1,-0.8%
